# CAL PDZ inh: blocks peptide binding to human CAL PDZ domain | AID 504414 | Q9HD26 | inhibition, % at 20 µM | actives 0.02% (n = 330,000) | purified CAL PDZ, TMR-peptide fluorescence polarization, 1 h;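 active = highest replicate inhibition of at least 40%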;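 also: plate controls were DMSO neutral control wells for no effect and unlabeled competitor peptide control wells for full effect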
#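 System: purified tagged CAL PDZ domain construct (CerCALP). Schedule: 1 h incubation at room temperature before polarization reading. Medium: 25 mM sodium phosphate pH 7.4, 150 mM NaCl, TCEP, IgG, Thesit. Read-out: percent inhibition from loss of millipolarization. Measured by: FP readout, S and P plane fluorescence. Probe or stimulus: fluorescent TMR peptide probe.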
# E coli growth: reduces bacterial viability in AddAB counter-screen | E. coli V3065 growth, OD600 absorbance, 18 h | inhibition, % at 11.9 µM | actives 0.27% (n = 330,000);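 active = inhibition above the campaign's mean inhibition across all tested compounds plus 3 SD, cut at about 9.9% in these data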;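 also: uninfected addAB+ strain grown without phage in ampicillin broth; 0% = DMSO wells and 100% = ciprofloxacin 0.95 µg/ml wells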
# AddAB inh: less growth of phage-infected E. coli with AddAB | E. coli expressing H. pylori AddAB, absorbance growth | inhibition, % at 11.9 µM | actives 0.29% (n = 330,000) | AID 435030; in the data active = inhibition above about 12%;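 also: 0% = vehicle wells of infected cells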
# PfHsp90 set2: reduces growth (ATP signal) of yeast expressing P. falciparum Hsp90; S. cerevisiae expressing PfHsp90, BacTiter-Glo ATP, 48 h; yeast lacking PDR1 and PDR3 efflux regulators; inhibition, % at 9.4 µM; actives 0.32% (n = 310,000); AID 504621;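 active = every replicate shows inhibition above about 80%, whatever the replicate mean, limit read from the data; inconclusive = mean inhibition reaches the set limit but some replicate falls short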;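 also: 0% = DMSO neutral controls and 100% = 20 µM radicicol positive controls; yeast relying on Plasmodium falciparum Hsp90 in place of its own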
# PvdQ inh: blocks Pseudomonas aeruginosa PvdQ acylase activity; purified PvdQ acylase, fluorescence plate reader; inhibition, % at 10 µM; actives 0.063% (n = 340,000); in the data active = inhibition above about 30%, passing the limit was not always enough; inconclusive = no clear call, values can overlap the other calls;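 also: 0% = vehicle neutral wells and 100% = reference inhibitor wells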
# Tat export inh: blocks Tat-dependent protein export in E. coli. inhibition, % at 10 µM. E. coli MC4100 TorA-mCherry Tat export, fluorescence. actives 0.036% (n = 340,000);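 active = mean replicate inhibition at least 50% and at least half of replicates individually reaching 50%; inconclusive = only one of the two criteria met; inactive = neither criterion met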;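 also: exported cargo escapes ClpAP degradation while cytoplasmic cargo is degraded and loses fluorescence; 0% = median of neutral control wells and 100% = median of NaSCN control wells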
# DAGLB inh: diacylglycerol lipase beta (human) inhibition | Q8NCG7 | HEK293T DAGLB membrane lysate, EnzChek fluorogenic substrate | inhibition, % at 5.17 µM | actives 0.059% (n = 340,000); in the data active = inhibition above about 34%;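 also: 0% = enzyme with vehicle and 100% = wells lacking enzyme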
# Target sequence (Q8NCG7 whole entry, looked up): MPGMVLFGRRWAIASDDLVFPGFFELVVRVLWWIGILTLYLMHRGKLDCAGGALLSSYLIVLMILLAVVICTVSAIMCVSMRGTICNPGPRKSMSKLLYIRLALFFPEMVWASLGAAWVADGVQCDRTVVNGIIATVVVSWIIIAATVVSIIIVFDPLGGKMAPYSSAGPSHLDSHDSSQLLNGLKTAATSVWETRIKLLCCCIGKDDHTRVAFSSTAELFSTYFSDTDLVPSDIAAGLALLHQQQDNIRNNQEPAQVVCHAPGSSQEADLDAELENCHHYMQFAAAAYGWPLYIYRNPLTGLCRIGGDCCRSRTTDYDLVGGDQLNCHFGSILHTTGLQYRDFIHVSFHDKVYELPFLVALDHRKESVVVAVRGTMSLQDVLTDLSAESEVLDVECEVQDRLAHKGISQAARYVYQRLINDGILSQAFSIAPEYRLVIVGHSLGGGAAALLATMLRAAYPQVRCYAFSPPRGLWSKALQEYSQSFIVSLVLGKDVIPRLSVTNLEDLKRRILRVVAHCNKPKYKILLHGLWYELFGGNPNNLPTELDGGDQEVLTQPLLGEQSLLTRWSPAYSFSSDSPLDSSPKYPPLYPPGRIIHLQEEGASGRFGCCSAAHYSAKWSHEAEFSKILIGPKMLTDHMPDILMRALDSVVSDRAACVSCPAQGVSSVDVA
# phage Ecoli inh: E. coli growth loss with phage present; growth absorbance; inhibition, % at 11.9 µM; actives 0.26% (n = 360,000); in the data active = inhibition above about 11%
# Wnt bcat act: activates Wnt/beta-catenin signaling in a reporter cell assay. activator, plate reader. activation, % at 9.35 µM. actives 1.2% (n = 300,000). AID 743398; in the data active = activation above about 30%, passing the limit was not always enough; inconclusive = no clear call, values can overlap the other calls;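 also: 0% = neutral control wells and 100% = positive control wells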
# Rtt109 HAT inh: blocks Candida albicans Rtt109/Vps75 acetyltransferase activity. purified Rtt109/Vps75, ThioGlo CoA-SH fluorescence, 4 h. AID 540336. actives 0.16% (n = 330,000). inhibition, % at 34.9 µM;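 active = inhibition of at least 50% in every replicate; inconclusive = best replicate reaches 50% inhibition but some replicates fall short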
# Target sequence (Q5AAJ8 whole entry, looked up): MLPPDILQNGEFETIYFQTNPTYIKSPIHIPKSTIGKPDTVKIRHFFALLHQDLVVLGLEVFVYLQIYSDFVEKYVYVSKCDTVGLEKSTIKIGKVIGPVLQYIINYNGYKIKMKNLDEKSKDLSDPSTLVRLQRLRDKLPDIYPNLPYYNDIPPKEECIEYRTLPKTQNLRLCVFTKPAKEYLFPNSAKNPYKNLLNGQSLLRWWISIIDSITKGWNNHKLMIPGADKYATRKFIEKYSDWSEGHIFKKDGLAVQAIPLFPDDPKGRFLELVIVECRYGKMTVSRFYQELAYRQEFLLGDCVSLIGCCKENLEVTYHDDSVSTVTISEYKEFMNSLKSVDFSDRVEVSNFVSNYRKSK
# Starred values were filed as active, the others as inactive; i = inactive; ? = inconclusive; . = not tested or not shown.
SMILES,CAL PDZ inh,E coli growth,AddAB inh,PfHsp90 set2,PvdQ inh,Tat export inh,DAGLB inh,phage Ecoli inh,Wnt bcat act,Rtt109 HAT inh
Nc1nnc(SCC(=O)NNC(=O)c2ccc(F)cc2)s1,-0.5,1.1,0.9,-14,8,0,-1,6.3,-1,15
O=C(CSc1nnc(-c2cccs2)n1Cc1ccccc1)NCc1ccc2c(c1)OCO2,-0.8,3.7,4.9,-3,-7,-3,-1,3.0,.,15
COc1ccc(N2C(=O)NC3CC2(C)Oc2ccc(Cl)cc23)cc1OC (stereo unspecified),-1.0,-1.3,2.5,27,-2,-16,-1,-0.8,.,-11
Cc1nc(SCCOc2ccc(F)cc2)c2ccccc2n1,-0.5,-0.6,2.8,14,9,5,-3,4.7,6,0
O=S(=O)(c1ccc(F)c(F)c1)N1CCC2(CC1)OCCO2,-2.1,-0.4,-0.2,4,9,5,-6,1.4,2,48
O=C(CCc1c[nH]c2ccccc12)OCc1cccc([N+](=O)[O-])c1,-3.7,-1.5,1.1,-23,-8,1,1,-0.6,1,5
CSc1nc(C)c(Cc2c(F)cccc2Cl)c(=O)[nH]1,0.4,5.1,7.1,33,-3,-5,1,2.2,5,-4
O=C(c1cnn2c(C(F)F)cc(-c3ccccc3)nc12)N1CCN(Cc2ccc3c(c2)OCO3)CC1,-3.4,-1.4,0.9,9,8,10,1,0.1,1,11
CCOC(=O)c1c(N)sc2c1CCCC2,0.4,-1.9,0.6,16,-13,-1,1,3.7,-6,11
Cc1cccc(C(=O)NCCCNC(=O)c2ccco2)c1,-2.1,-0.6,4.5,5,-11,-2,0,-0.3,0,-1
Cc1cc(C(=O)CSc2nnc(-c3ccc(OC(F)F)cc3)o2)c(C)n1Cc1cccs1,0.0,0.7,3.0,.,4,-10,-1,3.5,0,1
CN(Cc1cccc(-n2cccn2)c1)C(=O)CCc1nnc(C2CCCCC2)o1,-0.2,2.2,-1.7,6,-10,-8,-2,3.1,3,-4
Cc1ccccc1OCC(=O)NCC(=O)N/N=C/c1ccc(Br)o1,-0.2,0.9,2.6,-11,-5,35,2,1.8,.,1
CCOc1ccccc1N(CC(=O)NC(C)(C)C)C(=O)Cn1nnc(-c2ccc(C)o2)n1,-2.4,-0.8,-0.2,19,-15,-3,-5,1.2,.,5
Cc1ccc(C(=O)n2nc(-c3ccccc3)nc2NCc2ccco2)cc1,-1.3,-0.1,0.9,.,2,-2,-12,2.8,4,10

# Three entries from above, bar-delimited:
SMILES | CAL PDZ inh | E coli growth | AddAB inh | PfHsp90 set2 | PvdQ inh | Tat export inh | DAGLB inh | phage Ecoli inh | Wnt bcat act | Rtt109 HAT inh
Cc1cccc(C(=O)NCCCNC(=O)c2ccco2)c1 | -2.1 | -0.6 | 4.5 | 5 | -11 | -2 | 0 | -0.3 | 0 | -1
Cc1cc(C(=O)CSc2nnc(-c3ccc(OC(F)F)cc3)o2)c(C)n1Cc1cccs1 | 0.0 | 0.7 | 3.0 | . | 4 | -10 | -1 | 3.5 | 0 | 1
O=C(CSc1nnc(-c2cccs2)n1Cc1ccccc1)NCc1ccc2c(c1)OCO2 | -0.8 | 3.7 | 4.9 | -3 | -7 | -3 | -1 | 3.0 | . | 15

# Following part:
SMILES,CAL PDZ inh,E coli growth,AddAB inh,PfHsp90 set2,PvdQ inh,Tat export inh,DAGLB inh,phage Ecoli inh,Wnt bcat act,Rtt109 HAT inh
CCC(C)c1ccc(O)c(N)c1 (stereo unspecified),-1.3,-0.2,2.1,.,-4,-7,0,5.9,.,2
COc1ccc(Nc2nc(-c3cccnc3)nc3ccccc23)cn1,-12,1.8,2.5,-1,-2,-6,-2,1.5,4,-5
COc1ccc(N2CC(C(=O)OCC(=O)Nc3cccc(C)c3C)CC2=O)cc1 (stereo unspecified),-1.9,-0.8,3.0,-2,-13,4,0,-1.2,0,4
COC(=O)c1ccc(-n2cncn2)c([N+](=O)[O-])c1,.,-1.2,1.7,18,-7,1,3,2.5,-1,-2
CCN(CC(=O)Nc1c(F)cccc1F)C(=O)CC1CCCC1,-0.6,-2.3,-0.2,39,-5,20,4,4.1,0,2
CC(Oc1ccccc1)C(=O)Nc1ccc(C(N)=O)cc1 (stereo unspecified),.,-1.5,0.4,-8,-8,0,0,3.3,-1,0
COc1ccc(C(=O)OCC(=O)NC(=O)NC2CCCC2)c(OC)c1,-0.2,-0.2,1.3,21,-5,-3,-4,2.3,-2,0
CC(C)(C)OC(=O)NCCCCCc1nnc(SCc2ccccc2F)o1,-0.8,-2.1,-3.3,22,-5,8,-5,-1.6,-1,18
O=C(COc1ccc2ccccc2c1Br)NNC(=O)Nc1ccccc1,.,-1.9,-0.3,.,-10,8,-1,4.0,.,16
COc1ccc(CC(=O)Nc2ccc(S(=O)(=O)Nc3cc(C)on3)cc2)cc1OC,-0.7,-1.6,2.4,-6,6,-2,-4,2.4,.,-6
CC1=C(C)C(OCCBr)N(c2cc(O)c(Cl)cc2F)C1=O (stereo unspecified),-2.1,2.6,1.6,-32,-2,1,1,0.8,-6,-2
CCN(C(=O)CSc1nc(N)cc(=O)[nH]1)C1CCS(=O)(=O)C1 (stereo unspecified),-1.5,-0.9,3.0,.,-5,-12,0,2.2,23,6
CCN(CC)Cc1c(O)ccc2c(C)c(CC(=O)OC)c(=O)oc12,-0.7,1.2,1.9,24,-15,7,-2,1.6,0,i
COC(=O)N/N=C/c1ccc(OCCSc2ccc(Cl)cc2)c(OC)c1,-2.3,-0.3,-0.8,-11,-7,-6,1,2.5,.,1
CCCN1C2=C(C(=O)CCC2)C(c2ccc(O)c(Br)c2)C2=C1CCCC2=O,-1.1,-0.3,1.1,7,-7,-2,3,1.8,-11,-6
Cc1cccc(C2(c3cccc(C)c3)CC2C(=O)NCC2CCCO2)c1 (stereo unspecified),-0.5,-0.7,1.6,-10,-11,-2,-4,4.4,-3,5
O=[N+]([O-])c1cccc(CNc2ccc3c(c2)CCC3)c1,-0.9,1.3,0.2,3,-10,-2,-3,1.3,-9,5
Cc1ccc(C(=O)N/C(=C/c2cccc([N+](=O)[O-])c2)C(=O)NC(C)C)cc1,-1.0,0.5,0.7,6,1,-9,2,4.7,-2,2
COc1ccc(Cl)cc1NC(=O)COc1ccc2c(c1)OCO2,-0.6,1.3,1.3,23,3,4,-3,1.0,2,-6
O=C1C2C3CCC(C3)C2C(=O)N1CNc1ccccc1 (stereo unspecified),-0.8,1.2,4.5,-97,-11,-22,-1,0.8,4,-3
O=C(c1ccc(-c2ccc([N+](=O)[O-])cc2Cl)o1)N1CCOCC1,0.2,-0.6,-0.2,-15,-15,-1,1,3.8,1,-8
O=C(COC(=O)CNC(=O)c1ccc(Cl)cc1)Nc1ccc(Cl)cn1,-0.2,1.5,2.2,10,-9,-4,0,4.0,0,-6
O=C(CN1CCOCC1)N1CCCc2c1c(=O)oc1ccc(OCc3ccccc3)cc21,-1.8,-2.2,-0.1,0,-6,1,-2,2.5,-7,-7
CCn1cc(C(=O)NN)c(=O)c2cc(F)c(N3CCCCC3)cc21,-1.1,.,.,14,1,-7,2,-1.1,-1,7
O=C(NC(O)C(=O)c1ccccc1)c1cccs1 (stereo unspecified),0.2,-0.4,2.2,-28,-11,1,1,1.4,0,0
Nc1nc(Cl)cc(-c2ccccc2)n1,-0.1,0.1,4.3,11,3,4,.,2.5,1,8
Cc1cc2nc(-c3ccc(NC(=O)c4cccnc4)cc3)oc2cc1C,-0.8,0.1,-1.3,13,-5,-10,2,2.8,.,-13
Cc1ccc(/C=N/NC(=O)c2ccccc2OCc2cccc(Br)c2)o1,-3.1,0.3,2.8,4,-14,5,.,4.3,0,-1
O=C(O)c1ccc(NS(=O)(=O)c2ccc3c(c2)C2C=CCC2C(c2ccccc2F)N3)cc1 (stereo unspecified),0.4,.,.,-33,-8,5,6,4.5,-2,23
COc1ccc(NS(=O)(=O)c2ccc3[nH]c(=O)[nH]c3c2)cc1,-0.6,-1.3,0.6,0,-14,-7,0,0.5,-2,-1
Cc1cccc(C(=O)n2c(=S)nc3cc(C)ccn32)c1,-0.8,-2.7,3.2,-4,-16,4,-8,2.0,7,9
CCN(CC(=O)Nc1cccc(OC)c1)C(=O)c1ccc(C)s1,0.6,-1.7,1.6,-7,-4,8,0,1.1,.,-26
COc1ccc2nc(NC(=O)C3CC(=O)N(c4ccc5c(c4)OCCO5)C3)sc2c1 (stereo unspecified),-4.0,.,.,-3,-13,3,0,2.3,-4,14
CCC(=O)c1ccc(O)c(OC)c1,0.9,0.8,4.2,-3,-7,2,-4,1.4,10,12
CSc1nnc2c(n1)OC1(Nc3ccccc3-2)C(=O)Nc2ccccc21 (stereo unspecified),-2.5,0.4,1.4,17,0,-2,-2,3.2,-1,-6
COc1cccc(S(=O)(=O)c2nc(C)c3c(n2)CCC3)c1,-1.6,-0.4,-0.2,0,7,-5,-1,-1.0,-2,-7
O=C(CSc1nc2ccccc2c(=O)n1CCCO)N1CCc2ccccc21,-1.1,1.1,3.3,8,-9,-6,2,2.8,-2,-8
O=C(CCN1C(=O)/C(=C/C=C/c2ccccc2)SC1=S)Nc1nccs1,-3.2,-0.7,3.9,-5,7,-7,9,0.9,.,6
CCc1cc[n+](-c2nc3ccccc3nc2C(=C=[N-])C#N)cc1,-1.3,0.5,0.9,22,9,-3,2,0.8,.,-11
O=S(Cc1ccc(Cl)cc1)CC(O)(c1ccccc1)c1ccccc1 (stereo unspecified),-1.7,0.7,1.3,17,-6,0,0,3.0,-15,3
O=C(Nc1cnc2sc3c(n2c1=O)CCCC3)c1ccc(F)cc1,-3.0,1.4,1.1,7,-7,-8,-6,2.3,.,-4
COc1nccnc1NS(=O)(=O)c1ccc(N/C=C2\CCCCC2=O)cc1,-1.4,2.6,2.5,11,-6,-10,-1,6.0,-2,2
CCSc1nnc(NC(=O)c2ccc(S(=O)(=O)N(C)C)cc2)s1,-0.4,-1.4,1.5,2,-2,-4,2,5.0,3,2
CCn1c(SC(C)C(=O)O)nc2sc3c(c2c1=O)CCC3 (stereo unspecified),-0.8,-0.1,3.5,-12,-3,5,0,0.6,0,7
CCOc1cccc(C2C(C#N)=C(N)Oc3cc(C)[nH]c(=O)c32)c1OCC (stereo unspecified),0.2,1.1,1.9,1,-12,0,2,-1.3,-1,0
Cc1nn(C)c(Oc2cccc(Cl)c2)c1C(=O)Nc1ccc(F)cc1,.,-3.3,0.2,24,0,6,-6,0.3,0,5
Cc1csc(SC(C)C(=O)Nc2ccc(Cl)cn2)n1 (stereo unspecified),-0.8,-0.5,2.5,-2,-3,1,-1,-0.5,-3,3
Cn1c(=O)c2c(nc(Br)n2Cc2nnc(N)s2)n(C)c1=O,0.2,2.3,-0.4,-19,-8,4,2,0.8,3,-10
O=C(O)Cn1ncn(-c2ccc(OC(F)(F)F)cc2)c1=O,0.1,1.3,2.6,7,2,-5,0,4.7,-1,9
COCCn1c(SCC(=O)Nc2ccc3c(c2)OCCO3)nnc1-c1ccncc1,-0.9,-1.7,-0.7,.,-18,-1,-1,4.2,0,-2
O=[N+]([O-])c1cc(/C=N/O)ccc1Sc1ccccc1,0.1,0.1,0.8,-63,9,-2,-6,2.3,.,?
COCCNC(=O)c1onc(CSc2ccccn2)c1C(=O)NCCOC,-0.9,1.2,5.2,.,10,10,-1,0.6,-2,7
